Compound activity from PubChem.
Fam108B counter = Fam108B inhibition, counter-screen for RBBP9 inhibitors; recombinant Fam108B, FP-Rh probe fluorescence polarization; inhibition, % at 9.51 µM; 0.33% of 300,000 active;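 active = inhibition above the screen mean inhibition plus 3 SD, computed separately per campaign, cut at about 18% in these data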;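 note: inhibitors lower polarization as less probe binds the enzyme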
VLA-4 inh = inhibition in a human VLA-4 binding assay. AID 2557. VLA-4 expressing cells, ligand binding flow cytometry. inhibition, % (about 7 µM as worked out from the volumes in the protocol). P13612. 0.2% of 330,000 active; in the data active = inhibition above about 50%
Bcl-xL primary = blocks human Bcl-xL binding to Bim BH3 peptide | Q07817 | GST-Bcl-xL / FITC-Bim BH3 peptide fluorescence polarization | inhibition, % at 10.9 µM | 0.7% of 320,000 active | AID 2129;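 active = inhibition above the mean of all tested compounds plus 3 SD, cutoff set per campaign, cut at about 30% in these data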;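 note: 0% = DMSO wells and 100% = unlabeled Bim-BH3 peptide competitor; inhibitors lower millipolarization by displacing the labeled peptide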
GLD-1 TGE inh = GLD-1-TGE RNA interaction inhibition (C. elegans); Q17339; purified GLD-1 + fluorescein TGE RNA, fluorescence polarization; 0.44% of 320,000 active; AID 2280; inhibition, % at 5.96 µM;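 active = percent inhibition above a per-plate cutoff, the plate mean of test compounds plus 3 SD, cut at about 30% in these data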;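 note: 0% = DMSO wells with GLD-1 and probe and 100% = wells lacking GLD-1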
Target sequence (Q17339 whole entry, looked up): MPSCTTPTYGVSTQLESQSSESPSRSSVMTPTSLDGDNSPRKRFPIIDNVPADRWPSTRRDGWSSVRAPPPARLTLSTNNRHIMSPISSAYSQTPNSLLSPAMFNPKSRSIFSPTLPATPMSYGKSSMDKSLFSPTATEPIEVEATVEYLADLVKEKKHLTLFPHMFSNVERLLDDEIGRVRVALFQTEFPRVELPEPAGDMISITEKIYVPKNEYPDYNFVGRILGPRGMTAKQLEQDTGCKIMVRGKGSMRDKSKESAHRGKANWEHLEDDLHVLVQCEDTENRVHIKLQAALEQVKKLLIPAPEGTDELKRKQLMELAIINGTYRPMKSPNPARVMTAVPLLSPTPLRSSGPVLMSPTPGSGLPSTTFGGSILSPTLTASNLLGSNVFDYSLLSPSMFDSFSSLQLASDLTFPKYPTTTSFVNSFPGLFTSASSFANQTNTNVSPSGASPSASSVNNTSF
MCL1 BIM primary = inhibitors of human MCL1 binding to BIM-BH3 peptide. Q07820. GST-MCL1 / FITC-Bim-BH3 fluorescence polarization. inhibition, % at 10.9 µM. 0.68% of 320,000 active. AID 2057;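 active = inhibition above the mean inhibition of all tested compounds plus 3 SD, set per campaign, cut at about 40% in these data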;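 note: 0% = DMSO wells and 100% = unlabeled Bim-BH3 peptide control; higher means more loss of mP so more displacement of Bim peptide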
CIT2 TOR yeast = yeast TOR pathway CIT2-GFP modulation; S. cerevisiae CIT2-GFP strain, flow cytometry, 3 h; 100 means same as DMSO wells; GFP response vs DMSO, % at 10 µM; 0.065% of 320,000 active; AID 2029;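 active = GFP response relative to DMSO above a set limit, near the screen mean plus 3 SD, cut at about 150% in these data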;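 note: ratio of well median GFP fluorescence to mean of DMSO wells on the plate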
MEX-5 binding = C. elegans MEX-5 TCR-2 RNA binding activity | MEX-5/FITC-TCR2 RNA binding, fluorescence polarization; hits give low values | activity score (negative = inhibition of binding), % at 10 µM | 0.38% of 300,000 active | AID 1832;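 active = inhibition past about -25% in most replicates, and total fluorescence under double the plate's negative control median, limit read from the data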;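 note: 0% = DMSO and -100% = 5 µM competing unlabeled TCR2 RNA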
Target sequence (Q9XUB2 whole entry, looked up): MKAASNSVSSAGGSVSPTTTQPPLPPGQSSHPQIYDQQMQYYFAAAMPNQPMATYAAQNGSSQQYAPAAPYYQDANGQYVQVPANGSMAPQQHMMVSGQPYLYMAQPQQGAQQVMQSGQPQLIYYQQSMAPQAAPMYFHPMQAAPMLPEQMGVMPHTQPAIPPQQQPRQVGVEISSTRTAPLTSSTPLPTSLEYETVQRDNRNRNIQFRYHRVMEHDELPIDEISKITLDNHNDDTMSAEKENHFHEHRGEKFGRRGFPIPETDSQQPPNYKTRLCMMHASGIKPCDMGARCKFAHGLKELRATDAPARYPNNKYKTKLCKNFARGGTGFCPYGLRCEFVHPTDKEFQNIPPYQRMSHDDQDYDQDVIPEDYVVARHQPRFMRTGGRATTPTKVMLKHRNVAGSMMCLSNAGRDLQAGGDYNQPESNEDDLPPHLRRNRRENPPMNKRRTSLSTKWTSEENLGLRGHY
AGP1-GFP MLPCN = alters AGP1-GFP fluorescence in TOR pathway yeast screen. 0.02% of 320,000 active. AID 2066. S. cerevisiae AGP1-GFP multiplex flow cytometry, 3 h; GFP as percent of DMSO wells. GFP response vs DMSO, % at 10 µM;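 active = GFP response relative to DMSO above a set limit, near screen average plus 3 SD, cut at about 150% in these data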;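 note: median GFP channel fluorescence of the gated AGP1 strain per well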
GRK2 inh = human GRK2 inhibition via aptamer displacement; inhibition of aptamer binding, % at 10 µM; AID 488847; bead flow cytometry, FAM-aptamer displacement from GRK2; 0.59% of 330,000 active;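 active = inhibition of aptamer binding above 40%, roughly 3 SD of noise, on plates passing a quality check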;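 note: median bead fluorescence of bound FAM aptamer so fluorescent compounds give negative values; no value below 0 was filed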
* = called active by the depositor; . = no result given; [ ] = dose if it differs, or a comment.

SMILES	Fam108B counter	VLA-4 inh	Bcl-xL primary	GLD-1 TGE inh	MCL1 BIM primary	CIT2 TOR yeast	MEX-5 binding	AGP1-GFP MLPCN	GRK2 inh
CCN(CC)C(=O)C1=C(C)NC(=O)NC1c1ccccc1F (centres undefined)	-6	6	51*	40*	66*	109	-9.7	104	0
Cc1cc(C)c(S(=O)(=O)/N=C2\C=C(NS(=O)(=O)c3ccccc3)C(=O)c3ccccc32)c(C)c1	-4	-3	1	4	12	100	2.0	103	2
COCCNC(=S)N(CCc1c(C)[nH]c2ccc(F)cc12)Cc1ccc(C)cc1	.	29	.	.	.	90	-0.9	99	0
Cc1cc(C)c(C#N)c(OCC(=O)c2ccccc2)n1	3	12	0	9	-5	97	0.2	99	0
CC(Oc1ccc(F)cc1)C(=O)Nc1ccccc1N1CCCCC1 (centres undefined)	-1	-4	6	1	6	124	-0.9	101	4
Cc1ccc(C(=O)c2c3ccc([N+](=O)[O-])cc3[n+]([O-])n2CCCN)cc1	4	-6	10	2	15	82	-5.7	85	0
O=[N+]([O-])c1ccc2c(c1)C(N1CCOCC1)/C(=C/COc1ccc(F)cc1)O2 (centres undefined)	-5	5	6	-3	2	95	-0.1	100	0
N/C(=N\OS(=O)(=O)c1ccccc1)c1cccnc1	6	15	2	-1	-4	91	.	90	2
CCc1ccccc1NC(=O)CSc1nc2n[nH]c(C)c2c(=N)n1-c1cccc(OC)c1	-12	6	13	2	11	90	-0.8	96	0
COc1ccc(OCC(=O)NNC(=O)c2cccc(C)c2)cc1	-2	7	0	5	-3	100	3.3	104	4
O=C(Nc1nccs1)[C@@H]1CCCN1C(=O)c1cccs1	-1	32	-3	-8	-10	94	1.3	102	4
Cc1cccc(NC(=S)NCc2ccc3[nH]c4c(c3c2)CCCC4)c1	9	42	2	10	4	96	-2.2	102	0
O=C(NCc1ccc(CNC(=O)c2ccco2)cc1)c1ccco1	-1	14	2	1	4	101	-1.4	100	0
C=CC[C@@H](CC(=O)NCCO)C(=O)N[C@H](COC(=O)[C@H](CC=C)CC(=O)OC(C)(C)C)Cc1c[nH]c2ccccc12	.	-25	.	-2	.	99	.	92	1
CN(CC(=O)Nc1ccc(Cl)c(Cl)c1)C(=O)CN1C(=O)NC2(CCCC2)C1=O	0	5	2	8	-4	97	-2.6	107	0
COc1ccc(N(Cc2ccccc2)S(=O)(=O)c2cccc(C(=O)Nc3ccccn3)c2)cc1	.	-8	7	4	4	99	.	100	0
COc1ccc(OC)c(N(C(=O)c2ccco2)C(C(=O)NC2CCCC2)c2ccc(N3CCOCC3)cc2)c1 (centres undefined)	2	-3	2	-4	-4	102	-1.0	104	4
Cc1c(C(=O)C(=O)NCCCn2ccnc2)c2ccccc2n1C	-1	11	-1	3	6	90	0.1	99	2
O=C(NC(=S)N1CCN(c2ccc(Cl)cc2[N+](=O)[O-])CC1)c1ccco1	-4	0	7	4	12	90	0.0	95	6
COC(=O)CSc1nnc(COc2ccc3ccccc3c2)o1	.	19	.	.	.	92	-1.6	92	2
C=CCOc1cccc(C(=O)N(C)C2CCCN(Cc3ccccc3F)C2)c1 (centres undefined)	2	-5	7	1	7	105	2.1	103	0
O=C1c2ccccc2-c2nc3ccccc3nc21	-2	4	10	2	11	99	0.1	101	0
COc1ccc(Cl)cc1NC(=S)N1CC(C)OC(C)C1 (centres undefined)	-4	-1	5	-4	8	98	1.5	98	0
Cc1ccc(NC2CCCN(C(=O)c3ccc4nccnc4c3)C2)cc1C (centres undefined)	.	8	.	.	.	109	2.8	102	0
CCCn1c(NCc2ccco2)nc2ccccc21	3	2	0	3	5	116	-2.4	115	0
O=C(COC(=O)CNC(=O)c1cccc([N+](=O)[O-])c1)Nc1nc2ccccc2s1	2	11	5	2	0	103	-0.1	102	0
S=C(CN1CCCC1=S)N1CCOCC1	-2	-3	6	-4	10	101	.	104	1
COc1ccc(C(=O)CSc2nnc(C(CO)NC(=O)c3ccc(OC)cc3)n2C)cc1 (centres undefined)	4	9	4	2	4	98	0.0	91	0
CCC1COCCS(=O)(=O)N1Cc1ccc(Cl)cc1 (centres undefined)	-6	38	-3	-3	-4	95	3.2	97	5
CCc1ccc(NC(=O)C2CCCN(S(=O)(=O)c3cccnc3)C2)cc1 (centres undefined)	1	12	4	-4	-1	89	4.0	91	4
Cc1cccc(Cl)c1OCCCN1CCOCC1	-4	3	-3	-7	-4	106	-3.6	106	2
O=C(CCc1ccccc1)Nc1nncs1	-5	-9	2	-2	2	99	-1.6	97	0
CN(C)S(=O)(=O)c1ccc(C(=O)NCC(C)(C)N2CCOCC2)cc1	0	-1	3	-2	5	111	0.5	108	0
O=C(NCc1ccc(F)cc1)c1c2c(nc3ccccc13)CCN(Cc1ccccc1)C2	4	-3	14	6	7	108	-0.2	106	0
CCCN(CC(=O)Nc1ccccc1C)C(=O)c1sc2ccccc2c1Cl	.	12	0	8	8	98	.	100	0
CCCn1c(=O)c(C(=O)NNS(=O)(=O)c2ccc(C)cc2)c(O)c2ccccc21	1	18	5	4	9	93	1.2	105	0
CC1(C)Cc2ccccc2C(N/N=C/c2cccc(F)c2)=N1	6	9	11	3	9	105	1.5	103	0
CCOC(=O)c1cnc2sc3c(n2c1=O)CCCC3	1	-5	5	-3	14	98	.	85	11
C=CCn1c(-c2csc3ccccc23)n[nH]c1=S	-3	1	-21	0	-23	95	-1.5	97	1
CCC(C)[C@H](NC(=O)N1c2ccccc2NC(=O)[C@@H]1C(C)C)C(=O)N[C@@H](Cc1ccccc1)C(=O)O (some centres undefined)	0	11	3	-7	3	101	2.6	96	4

Copied from the list.
O=C1c2ccccc2-c2nc3ccccc3nc21 – VLA-4 inh = 4
CC1(C)Cc2ccccc2C(N/N=C/c2cccc(F)c2)=N1 – Bcl-xL primary = 11
O=C(CCc1ccccc1)Nc1nncs1 – GLD-1 TGE inh = -2
COc1ccc(C(=O)CSc2nnc(C(CO)NC(=O)c3ccc(OC)cc3)n2C)cc1 (centres undefined) – GLD-1 TGE inh = 2
Cc1c(C(=O)C(=O)NCCCn2ccnc2)c2ccccc2n1C – Bcl-xL primary = -1
O=C(NC(=S)N1CCN(c2ccc(Cl)cc2[N+](=O)[O-])CC1)c1ccco1 – Fam108B counter = -4

The list goes on:
SMILES	Fam108B counter	VLA-4 inh	Bcl-xL primary	GLD-1 TGE inh	MCL1 BIM primary	CIT2 TOR yeast	MEX-5 binding	AGP1-GFP MLPCN	GRK2 inh
Cc1ccc(CN2CCN(Cc3ccc4cccc(F)c4n3)CC2CCO)cc1 (centres undefined)	-1	3	4	0	4	102	-2.8	13	1
O=C(Cn1cnnn1)NC1CCCN(Cc2ccccc2F)C1 (centres undefined)	2	23	7	2	2	104	-1.3	103	0
COc1ccc(CCNC(=O)COC(=O)Cn2cnc3ccccc32)cc1OC	-3	6	7	2	-2	116	2.6	105	0
S=C(c1ccc(-c2ccc(Cl)cc2Cl)o1)N1CCCC1	-4	1	1	-3	0	99	0.0	109	4
Cc1cc(Cl)ccc1OCCCC(=O)NCc1ccccn1	3	16	1	1	-3	94	0.8	99	1
O=C(CSc1ccccc1)N1CCN(c2ccc(F)cc2)CC1	2	9	2	9	5	93	1.9	107	2
COc1ccccc1C(=O)NC(=O)CSc1nnc(SC)s1	2	11	-13	-1	-23	96	-2.3	106	1
COc1ccc(S(=O)(=O)NCc2ccc(C(=O)N3CCN(Cc4ccccc4)CC3)cc2)cc1	1	-7	3	2	4	98	0.6	96	0
COC(=O)c1ccccc1NC(=O)C1CCC(=O)N1S(=O)(=O)c1ccc(C)cc1 (centres undefined)	2	3	0	1	-2	94	-0.4	105	0
COc1ccc(C2(NC(C)=O)CCN(Cc3cccnc3)CC2)cc1	0	-3	5	2	13	107	-1.8	102	0
COC(=O)c1c(C(=O)OC)c(-c2cccc(F)c2)n2c1CS(=O)(=O)C2	-2	2	7	-4	6	104	-2.9	105	3
Cc1cc(Cl)ccc1OCC(=O)OCC(=O)Nc1ccc(F)c([N+](=O)[O-])c1	-4	9	2	11	-1	99	.	105	0
CCOc1cc(NC(=S)NCCc2ccccc2)c(OCC)cc1NC(C)=O	-1	9	7	-4	9	110	-2.4	102	1
CCCN(CC1CC1)C(=O)CSc1nnc(-c2cc(-c3cccs3)nc3ccccc23)o1	-12	2	-1	5	1	95	-1.8	101	3
COc1cccc(CN2CCN(C3CCN(c4ccccc4F)CC3)CC2CCO)c1 (centres undefined)	1	10	4	1	4	79	-0.9	100	0
O=[N+]([O-])c1cc(S(=O)(=O)N2CCCC2)ccc1N/N=C/c1cccnc1	4	9	1	-1	4	92	-0.9	94	4
Cc1nn(-c2ccc([N+](=O)[O-])cc2)c2c1C(c1ccc(OC(F)F)cc1)N1C(=N2)C(=O)Nc2ccccc21 (centres undefined)	-18	12	1	3	-1	101	-1.2	103	13
O=C(Nc1c2c(nn1-c1cccc(Cl)c1)CS(=O)(=O)C2)c1ccc2c(c1)OCO2	0	-2	3	-4	-4	95	0.1	94	3
COc1ccccc1C(=O)Nc1ccnn1C1CCN(Cc2ccn[nH]2)CC1	2	-1	5	4	7	97[may fluoresce red]	-0.1	96[may fluoresce red]	4
O=C(Nn1c(-c2ccc(Br)cc2)nc2ccccc2c1=O)c1ccncc1	-2	-1	1	-7	5	107	1.9	101	1

Entries above printed as active in GLD-1 TGE inh.
Structure	VLA-4 inh	Bcl-xL primary	GLD-1 TGE inh	MCL1 BIM primary	CIT2 TOR yeast	MEX-5 binding	AGP1-GFP MLPCN	GRK2 inh
CCN(CC)C(=O)C1=C(C)NC(=O)NC1c1ccccc1F (centres undefined)	6	51*	40*	66*	109	-9.7	104	0

(further entries)
SMILES	Fam108B counter	VLA-4 inh	Bcl-xL primary	GLD-1 TGE inh	MCL1 BIM primary	CIT2 TOR yeast	MEX-5 binding	AGP1-GFP MLPCN	GRK2 inh
COc1ccc(/C=C(/C#N)C(=O)Nc2cccnc2)cc1OC	-2	19	3	2	-4	98	-3.4	96	0
CC(=O)Nc1ccc(NC(=O)CSc2nnc(COc3ccccc3C)n2CC2CCCO2)cc1 (centres undefined)	3	14	2	-1	-2	106	-2.6	105	1
COc1ccc(C(=O)N2CCSCC2)cc1OC1CCN(C(C)=O)CC1	2	11	4	2	10	96	5.1	93	0
C=CCOc1cccc(CNCc2cccnc2)c1	-1	8	2	4	-2	101	0.6	99	0
Cc1nn(-c2ccccc2)c(N2CCCC2)c1/C=N/NC(=S)Nc1ccccc1C(F)(F)F	7	6	6	2	11	102	0.0	100	0
O=C(c1ccccc1-n1cccn1)N1CCc2c([nH]c3ccccc23)C1c1ccccn1 (centres undefined)	1	0	1	-3	-4	88	-0.6	91	0
COc1cccc2cc(C(=O)Nc3cc(Cl)ccc3N3CCOCC3)c(=O)oc12	-1	-4	-1	4	-2	94	0.1	90	40
CC(C)NC(=O)N1CCCN(c2nc3ccc(Cl)cc3s2)CC1	3	2	3	3	-1	88	-2.6	96	0
CCn1c(COc2ccccc2C)nc2ccccc21	-1	-8	7	0	0	86	1.2	88	0
CCN(C(=O)COC(=O)c1ccc(O)cc1)c1cccc2ccccc12	.	0	.	6	.	103	.	112	3
O=C(Nc1ccc2c(c1)OCCO2)c1cc2sccc2n1Cc1ccc(F)cc1	-6	-6	-2	0	-2	94	0.9	102	0
O=C(CSc1nnc(NC(=O)c2ccc(S(=O)(=O)N3CCOCC3)cc2)s1)Nc1ccccc1C(F)(F)F	-1	3	7	3	-1	100	2.2	102	1
COc1cccc(CNC(=S)NC2CC2)c1	-2	-4	4	2	3	93	-2.0	114	0
Cc1ccn2c(=O)c(C(=O)NCCCN3CCCCC3C)c(O)nc2c1 (centres undefined)	3	4	5	3	1	98	-1.0	98	0
COc1ccc(S[C@@H](CCN2CC[C@H](NC(=O)OCc3ccccc3)CCC2=O)c2ccccc2)cc1	.	-2	.	1	.	74	.	82	0
